Bioassay records (PubChem BioAssay)
A3G deaminase: APOBEC3G DNA deaminase inhibitors, primary screen, biochemical, fluorescence, single-stranded DNA substrate, uHTS; recombinant A3G, ssDNA deamination FAM/TAMRA fluorescence; inhibition, % at 20 µM; 0.28% of 330,000 active;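 active = inhibition of at least 40% at 20 µM, with no more than 30% in the related APOBEC3A deaminase screen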;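 also: plate controls were DMSO wells with A3G for no effect and wells lacking A3G enzyme for full effect; some compounds called inactive have numbers as strong as hits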
SENP1 inh: human SENP1 catalytic domain inhibitors, primary screen, biochemical, FRET, uHTS; Sentrin-specific protease 1 (Homo sapiens), Q9P0U3; recombinant SENP1 catalytic domain, CyPet-SUMO1-YPet FRET cleavage; inhibition, % at 10 µM; 0.21% of 360,000 active;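 active = inhibition at least 30% at 10 µM, raw YFP signal under a set limit, fluorescence ratio 0.5 to 1.5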;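 also: 0% = enzyme with DMSO and 100% = no enzyme wells; some results filed as inactive read as strong as hits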
Target sequence (Q9P0U3 419-644 limits assumed): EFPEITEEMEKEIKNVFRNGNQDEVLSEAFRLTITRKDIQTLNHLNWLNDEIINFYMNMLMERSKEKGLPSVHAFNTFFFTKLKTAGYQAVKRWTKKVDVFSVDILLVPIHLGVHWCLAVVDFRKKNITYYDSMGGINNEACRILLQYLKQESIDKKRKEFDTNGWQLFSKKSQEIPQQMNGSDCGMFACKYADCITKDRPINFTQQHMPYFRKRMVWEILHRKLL
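system = hSENP1 catalytic domain, recombinant | reagent = SFCypet-SUMO1-SFYpet substrate at 25 nM | doses = one dose per compound, 10 µM, 0.5% DMSO | incubation = enzyme reaction for 50 min at room temperature, dark | measured by = FRET, CFP and YFP emission | controls = no-enzyme low, enzyme-DMSO high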
Apaf1 inhib: inhibitors of human Apaf-1 apoptosome, primary screen, biochemical, DEVD-Rh110 fluorescence, uHTS; 0.71% of 330,000 active; AID 489030, 2010; inhibition, % at 20 µM; reconstituted apoptosome caspase-3 activity; Apoptotic protease-activating factor 1 (Homo sapiens), O14727; active = inhibition of at least 40% at 20 µM;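 also: plate controls were DMSO wells for no effect and DEVD-CHO caspase inhibitor wells for full effect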
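Material: reconstituted apoptosome with Apaf-1, cytochrome c, caspase-9, procaspase-3, dATP. Technique: Rh110 fluorescence intensity. Buffer or medium: pH 7.5 Hepes buffer with CHAPS, BSA, DTT. Times: 30 min plus 50 min, RT.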
SENP7 inh: SENP7 protease inhibitors, primary screen, biochemical, luminescence, uHTS. Sentrin-specific protease 7 (Homo sapiens), Q9BQF6. recombinant SENP7, Z-RLRGG-aminoluciferin luminescence, 40 min. inhibition, % at 5 µM. 1.5% of 330,000 active;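 active = inhibition above about 50% at the single test dose, limit read from the data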;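 also: plate controls were DMSO with enzyme for no effect and no enzyme buffer wells for full effect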
SENP8 block-1: SENP8 protease inhibitors, primary screen, biochemical, luminescence; AID 2540, 2010; inhibition, % at 10 µM; purified SENP8, Z-RLRGG-aminoluciferin cleavage; Sentrin-specific protease 8 (Homo sapiens), Q96LD8; 1.2% of 330,000 active; in the data active = inhibition above about 50%
SENP6 inh: SENP6 protease inhibitors, primary screen, biochemical, luminescence, uHTS; Sentrin-specific protease 6 (Homo sapiens), Q9GZR1; Recombinant SENP6 catalytic domain, aminoluciferin luminescence; inhibition, % at 10 µM; 1.8% of 330,000 active; AID 2599, 2010;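 active = inhibition above about 50% at the single tested dose, limit read from the data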;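 also: plate controls were DMSO wells with enzyme for no effect and DMSO wells lacking enzyme for full effect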
Target sequence (Q9GZR1 628-1112 limits assumed): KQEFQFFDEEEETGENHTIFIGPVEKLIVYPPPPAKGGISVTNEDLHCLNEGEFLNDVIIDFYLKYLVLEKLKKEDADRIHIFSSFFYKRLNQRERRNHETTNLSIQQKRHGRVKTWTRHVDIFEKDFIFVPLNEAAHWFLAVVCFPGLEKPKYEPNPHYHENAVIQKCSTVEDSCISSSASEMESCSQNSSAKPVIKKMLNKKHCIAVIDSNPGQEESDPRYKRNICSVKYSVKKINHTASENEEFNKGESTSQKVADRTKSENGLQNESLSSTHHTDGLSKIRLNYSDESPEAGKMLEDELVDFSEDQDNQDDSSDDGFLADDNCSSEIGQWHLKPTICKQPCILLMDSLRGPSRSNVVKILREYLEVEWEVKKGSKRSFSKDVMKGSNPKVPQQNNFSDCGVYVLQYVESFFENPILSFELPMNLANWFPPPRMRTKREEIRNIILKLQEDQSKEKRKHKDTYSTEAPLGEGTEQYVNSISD
SENP8 block-2: human SENP8 protease inhibitors, primary screen, biochemical, fluorescence, Nedd8 protein substrate, uHTS; Sentrin-specific protease 8 (Homo sapiens), Q96LD8; recombinant SENP8; inhibition, % at 20 µM; 0.64% of 360,000 active; AID 602440, 2012; in the data active = inhibition mostly above about 40%, no sharp cut-off; inactive = mostly below about 27%
UBC13 polyUb: UBC13 polyubiquitin chain formation inhibitors, primary screen, biochemical, TR-FRET, uHTS; Ubiquitin-conjugating enzyme E2 N (Homo sapiens), P61088; inhibition, % at 20 µM; 0.47% of 330,000 active; AID 485273, 2010; in the data active = inhibition above about 45%, passing the limit was not always enough
Target sequence (P61088 whole entry, looked up): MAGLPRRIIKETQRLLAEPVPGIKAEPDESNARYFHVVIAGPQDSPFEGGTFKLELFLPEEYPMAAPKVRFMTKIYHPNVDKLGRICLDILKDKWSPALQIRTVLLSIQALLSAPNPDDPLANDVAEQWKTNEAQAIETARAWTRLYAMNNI
* hit, by the source's call; i = inactive; / = not tested or not shown.

Second line of a record – SENP8 block-1	SENP6 inh	Apaf1 inhib	A3G deaminase	SENP8 block-2	UBC13 polyUb	SENP1 inh	SENP7 inh
O=C(Nc1ccc(Cl)cc1)c1cc(-c2cccs2)on1
→ -12	-2	-12	1	2	3	2	5
Cc1cc(C(=O)CN2c3cccc4cccc(c34)S2(=O)=O)c(C)n1C
→ 5	32	4	4	i	-12	-9	7
O=C1CN(C(=O)CCCc2c[nH]c3ccccc23)c2ccccc2N1
→ -4	-12	6	3	-109	-2	-61	10
Cc1cc(O)c(C2(C(F)(F)F)NCCNC2=O)cc1C (stereo unspecified)
→ 1	-6	2	-3	21	8	3	-2
O=C(N/N=C/c1cc(Br)cs1)c1ccc2c(c1)OCCO2
→ -22	-4	-3	-6	7	-14	2	-6
Cc1noc(C)c1S(=O)(=O)N1CCCC(C(=O)Nc2nccs2)C1 (stereo unspecified)
→ 1	16	4	1	7	1	4	-2
COc1ccc2nc(NC(=O)C3CC(=O)N(c4ccccc4)C3)sc2c1 (stereo unspecified)
→ -4	-10	22	-4	5	10	-2	-5
CCn1ncc(CN2CCC(C(=O)Nc3cccc(-c4cccc(F)c4)c3)CC2)c1C
→ -1	1	15	-4	6	18	1	2
CCOc1ccc(/C(O)=C2/C(=O)C(=O)N(c3cc(C)on3)C2c2ccc(C(=O)OC)cc2)cc1 (stereo unspecified)
→ 0	0	3	0	-34	-9	4	3
CCn1cc(C(=O)O)c(=O)c2cc(Br)ccc21
→ 2	-16	-2	-6	14	32	2	4
COc1ccc(CNC(=O)c2ccc3ccccc3n2)cc1OC
→ 5	-12	7	6	2	0	3	5
CCCn1c(=S)[nH]c2cc(C(=O)N3CCc4ccccc4C3)ccc2c1=O
→ -10	-12	6	-9	5	21	1	-11
CC(C)C(c1nnnn1C1CCCC1)N1CCN(C(=O)c2ccco2)CC1 (stereo unspecified)
→ 6	-28	-10	12	9	7	-2	47
Clc1ccc(SCc2cc(Cl)nc(-c3ccccc3)n2)cc1
→ -2	-24	4	-2	13	2	2	0
CCOC(=O)c1sc(NC(=O)/C=C/c2c(F)cccc2Cl)nc1C
→ 3	4	-3	-2	-332	-1	-5	2
Cc1ccccc1NC(=O)Cc1nc(COC(=O)c2ccc(Cl)nc2)cs1
→ -6	-10	5	-10	-22	-1	-33	-5
COc1cc(CN2CC(=O)N(c3ccc(C)cc3)C2=S)cc(OC)c1OC
→ -5	-11	-1	3	10	-8	1	5
CCn1c(SCC(=O)N/N=C/c2ccc(OC)c(OC)c2)nc2ccccc21
→ 0	0	8	4	5	5	-2	-4
Cc1ccccc1C(=O)NCCn1cc(SCC(=O)NCC2CCCO2)c2ccccc21 (stereo unspecified)
→ -2	2	-4	-6	5	2	1	-3
COC(=O)c1sc2ccccc2c1NC(=O)c1ccc(S(=O)(=O)N2CC(C)CC(C)C2)cc1 (stereo unspecified)
→ 2	-5	7	-5	13	24	1	-3
Cn1c(CCC(=O)O)nc2cc(S(=O)(=O)N3CCCCC3)ccc21
→ -1	2	1	37	0	3	0	1
COc1cc2[nH]c(C(=O)Nc3ccc4c(c3)OCCO4)cc2c(OC)c1OC
→ 4	-4	-6	-4	-28	-6	1	-5
CC(=O)NS(=O)(=O)c1ccc(NC(=O)CSc2ccc(C)cc2)cc1
→ -15	-7	3	-9	15	8	3	-2
Cc1ccc(N=Nc2ccc(O)c3ncccc23)cc1C
→ 0	-20	-4	-2	26	-120	-2	-20
CCOC(=O)C1(CCc2ccccc2)CCN(C(=O)c2cc(C)nc(C)n2)CC1
→ -4	-8	9	-3	7	-9	-2	-4
COC(=O)c1[nH]c2ccccc2c1NC(=O)CN1CCN(C/C=C/c2ccccc2)CC1
→ -6	2	10	-2	-270	3	0	9
C#CCOCCOCCOCCNc1nc(N2CCN(C(=O)C([C@@H](C)CC)n3cc(C(N)COC(=O)C(F)(F)F)nn3)CC2)nc(N2CCN(C(=O)[C@H](CCCCN)n3cc(C(N)[C@H](C)CC)nn3)CC2)n1 (stereo partly specified)
→ -6	-2	22	-10	/	114*	/	1
CCOc1c(OC(C)=O)ccc(/C=C/c2ccc3cccc(OC(C)=O)c3n2)c1[N+](=O)[O-]
→ 1	-6	10	6	13	-28	-3	6
C/C(CC(=O)NCc1ccco1)=N\NC(=O)c1ccc(Cl)cc1Cl
→ -7	15	8	3	10	-1	1	-14
COc1ccc(C(C(=O)NC2CCCC2)N(Cc2cccnc2)C(=O)Cc2cccs2)c(OC)c1 (stereo unspecified)
→ 5	-2	1	-7	9	6	1	-1

Profiles from above. Screens in order: SENP8 block-1, SENP6 inh, Apaf1 inhib, A3G deaminase, SENP8 block-2, UBC13 polyUb, SENP1 inh, SENP7 inh
O=C(N/N=C/c1cc(Br)cs1)c1ccc2c(c1)OCCO2 is listed as -22, -4, -3, -6, 7, -14, 2, -6
CCn1cc(C(=O)O)c(=O)c2cc(Br)ccc21 is listed as 2, -16, -2, -6, 14, 32, 2, 4
C/C(CC(=O)NCc1ccco1)=N\NC(=O)c1ccc(Cl)cc1Cl is listed as -7, 15, 8, 3, 10, -1, 1, -14
CC(C)C(c1nnnn1C1CCCC1)N1CCN(C(=O)c2ccco2)CC1 (stereo unspecified) is listed as 6, -28, -10, 12, 9, 7, -2, 47
Cc1ccc(N=Nc2ccc(O)c3ncccc23)cc1C is listed as 0, -20, -4, -2, 26, -120, -2, -20

Following part
Second line of a record – SENP8 block-1	SENP6 inh	Apaf1 inhib	A3G deaminase	SENP8 block-2	UBC13 polyUb	SENP1 inh	SENP7 inh
Cc1cccc(C(=O)NCC(=O)N2CC(=O)Nc3ccccc32)c1
→ -10	-6	0	-11	1	0	-1	2
CCCn1nnc(NC(=O)c2cccnc2Cl)n1
→ 0	-13	-3	-1	11	-1	2	0
Cn1c(N2CCCC2)nc2c1c(=O)n(Cc1cccc(F)c1)c(=O)n2C
→ -4	-8	-9	-5	31	2	3	7
COc1ccc(-c2noc(CN(C)C(=O)c3ccoc3C)n2)cc1
→ -9	-23	13	-5	10	0	1	-2
Cn1cccc1/C=N/NC(=O)c1sc2ccccc2c1Cl
→ 23	45	21	-5	11	-15	-26	23
Cn1nnnc1SCC1=C(C(=O)O)N2C(=O)C(NC(=O)Cn3nc(C(F)F)cc3C3CC3)C2SC1 (stereo unspecified)
→ -9	-18	-3	2	13	-14	1	-4
OCCNCc1ccc(OCc2ccc(Cl)cc2Cl)cc1
→ -8	-11	6	-5	9	20	2	1
Cn1cnc2c(oc3ccccc32)c1=O
→ -9	-10	-12	-6	5	-8	2	10
CN1CCN(c2nc(-c3ccc(Br)cc3)nnc2-c2ccccc2)CC1
→ 9	13	21	-6	15	-2	2	6
CCOC(=O)C1CCCN(Cc2cc(=O)oc3cc(C)c(C(C)C)cc23)C1 (stereo unspecified)
→ -5	1	22	8	2	2	-1	5
O=C(Oc1cccc(N2C(=O)CCC2=O)c1)C1CC(=O)N(c2ccc(Br)cc2)C1 (stereo unspecified)
→ -5	-9	-29	-8	8	-5	3	-11
C=CCn1c(C(CCC(C)C)CC(C)(C)O)n[nH]c1=S (stereo unspecified)
→ -4	-22	12	15	5	-4	2	-8
COc1ccc(C2C(C#N)=C(N)Oc3c2oc(CO)cc3=O)c(OC)c1OC (stereo unspecified)
→ -3	-9	-10	-3	7	-5	-1	1
O=C(/C=C/c1ccccc1)C1=C(O)C(=O)N(CCO)C1c1ccc2c(c1)OCO2 (stereo unspecified)
→ 0	3	7	-9	-21	-2	-13	4
CCCCP(=O)(CCCC)CCP(=O)(c1ccccc1)c1ccccc1
→ -7	-15	-9	-1	15	1	3	-3
O=C(NCc1ccccc1)c1ccc(C(=O)N(C2CCCCC2)C2CCCCC2)cc1
→ 4	7	8	-6	29	13	0	4
CCCC(=NCCc1c(C)[nH]c2ccccc12)C1=C(O)CC(c2ccccc2)CC1=O (stereo unspecified)
→ -4	-5	20	-3	18	-5	-2	-6
CCCN1CCN(C(=S)Nc2ccccc2C(F)(F)F)CC1
→ 2	2	-81	-8	11	-1	2	8
Cc1ccc(S(=O)(=O)NCCC(=O)NC2CCCC2)cc1
→ -1	-6	-16	-4	20	-17	1	-2
O=C(CN1CCOCC1)N/N=C/c1ccco1
→ 5	8	0	-4	-1	-2	2	4
COc1ccc(/C=N/NC(=O)c2cc(-c3cccn3C)n[nH]2)cc1OC
→ 8	1	-8	-3	-64	0	-1	2
Cc1ccc(OCC(=O)Nc2sc3c(c2C#N)CC(C)(C)NC3(C)C)cc1
→ 5	7	-22	-9	7	-2	-9	4
O=c1[nH]cnc2c1C1(CCCC1)Cc1ccccc1-2
→ 6	-13	11	-1	2	-4	1	1
Cc1nnc(SCC(=O)Nc2ccc(S(N)(=O)=O)cc2)n(N)c1=O
→ -10	-11	2	-4	-1	19	2	-5
Cc1[nH]nc(N=CC2=C(O)CC(c3ccco3)CC2=O)c1-c1ccc(Cl)cc1 (stereo unspecified)
→ 6	-4	3	-3	-200	16	4	2
O=S(=O)(c1ccc(NC(=S)Nc2ccccc2)cc1)N1CCOCC1
→ -1	-10	5	-4	10	-1	1	3
CCOC(=O)COc1ccc([N+](=O)[O-])cc1
→ -14	-5	-3	-8	8	-25	1	0
Cc1c(C(=O)Nc2ccc(F)cc2)sc2ncn(CC(=O)N3CCCCC3)c(=O)c12
→ 3	5	0	-7	16	-2	-3	-1
CCOC(=O)Cc1csc(NC(=O)CSc2nccn2C)n1
→ -4	-21	2	-9	10	-4	0	-8
CN(c1ccccc1)S(=O)(=O)c1cccc(C(=O)NC2CCCCC2)c1
→ 11	-5	-3	-4	-5	9	1	2
Cc1cc(C)n(-c2c(F)c(F)c(CO)c(F)c2F)n1
→ 3	18	-16	-4	-3	-6	3	2
COc1cccc(/C=C/C(=O)c2ccc(C)c([N+](=O)[O-])c2)c1
→ -17	-26	14	-6	10	-4	2	-5
CC(C)CNC(=O)c1coc(=O)c(Br)c1
→ 1	0	16	14	-32	-16	0	6
O=C(Nc1cccnc1)c1cc([N+](=O)[O-])ccc1Cl
→ -6	-11	-8	-7	9	5	2	4
N#Cc1ccccc1CSc1ccc(-c2nc3ccccc3[nH]2)cn1
→ 49	64*	-17	-1	-48	-2	1	6
CCCc1cc(=O)[nH]c(SCC(=O)c2ccc(S(=O)(=O)N3CCCC3)cc2)n1
→ -8	-4	8	-3	17	-15	0	0
Cc1nc(NCc2ccco2)c2oc3ccccc3c2n1
→ -2	13	8	-2	4	-7	1	-3
CC(C)C(NS(=O)(=O)c1ccccc1F)C(=O)OCC(=O)NCc1ccco1 (stereo unspecified)
→ -12	-11	-5	-8	1	0	-1	7
C/C(=N/NS(=O)(=O)c1ccc(C)cc1C)c1c[nH]c2ccccc12
→ 0	-1	-1	-10	13	12	1	-3
O=C(CN1CCCCC1)N1CCN(S(=O)(=O)c2ccccc2)C1
→ 0	7	-1	-8	10	6	1	0
CC(CNC(=O)Cn1ccc(N)nc1=O)c1ccccc1 (stereo unspecified)
→ 6	2	-2	-5	17	3	1	0
CCC(O)C1CCN(Cc2cn(-c3ccc(OC)cc3)nc2-c2cccc(F)c2)CC1 (stereo unspecified)
→ -6	-2	12	0	-36	7	-2	5
